Screening results deposited in PubChem BioAssay by National Center for Advancing Translational Sciences (NCATS).
GLP-1R inv ag – acts as inverse agonist at human GLP-1 receptor | AID 624417 | Potency, µM (top dose mostly 38.3 µM), inactives show at the highest dose activity change, negative = inhibition, most hits filed as inhibitors | P43220 | HEK293 GLP-1R CRE-luciferase, luminescence, 24 h; GLP-1R form is constitutively active | 1.6% of 410,000 active; further: potency means the concentration at half of the fitted maximal effect; on the % scale 0 is the no-effect control and ±100 the full control effect; nearly all actives have a fitted effect of over 55% in size
Target sequence (P43220 whole entry, looked up): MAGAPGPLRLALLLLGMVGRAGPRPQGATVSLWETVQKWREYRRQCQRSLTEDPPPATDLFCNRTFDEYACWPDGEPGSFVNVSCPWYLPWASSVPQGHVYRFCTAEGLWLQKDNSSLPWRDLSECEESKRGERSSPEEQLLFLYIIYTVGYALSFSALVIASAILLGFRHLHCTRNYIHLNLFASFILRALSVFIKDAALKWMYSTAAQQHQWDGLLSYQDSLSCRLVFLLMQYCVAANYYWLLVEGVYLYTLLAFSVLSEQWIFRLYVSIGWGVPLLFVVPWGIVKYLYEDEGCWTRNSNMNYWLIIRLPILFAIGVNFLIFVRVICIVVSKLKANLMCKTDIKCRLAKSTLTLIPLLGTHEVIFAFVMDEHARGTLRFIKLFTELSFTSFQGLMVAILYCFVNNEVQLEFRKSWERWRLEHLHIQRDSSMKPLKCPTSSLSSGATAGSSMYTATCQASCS
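Inverse agonists were sought by their lowering of basal cAMP reporter luciferase output in HEK293 cells stably carrying constitutively active human GLP-1R, after 24 h compound treatment.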
aSyn yeast inh – inhibitors of alpha-synuclein toxicity in yeast; Yeast expressing alpha-synuclein, growth rescue, BacTiter-Glo, 24 h; Potency, µM (doses to about 46.1 µM), without a hit: top-dose growth rescue (activation), usual class: activators; 0.14% of 370,000 active; further: potency means the concentration at half of the fitted maximal effect; % of control where 0% means no effect; nearly all actives have a fitted effect of over 65% in size
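Readout is rescue of growth in alpha-synuclein-expressing yeast, so inhibitors of toxicity appear as activators. Growth after 24 hr at 30 deg C in galactose medium is quantified by luminescence.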
PTHR1 ag – PTHR1 (human) receptor agonism | HEK293 GP2 PTHR1 cells, GloSensor cAMP luminescence, 1 h | Potency, µM (series often up to 115 µM), for inactives: at the highest dose activation, most hits filed as activators | 0.075% of 410,000 active | AID 743266; further: potency means the concentration at half of the fitted maximal effect; nearly all actives have a fitted effect of over 55% in size; some results filed as inactive show a strong effect at the top dose; inactives centre near -15; many of its hits are not listed in these tables
Target sequence (Q03431 whole entry, looked up): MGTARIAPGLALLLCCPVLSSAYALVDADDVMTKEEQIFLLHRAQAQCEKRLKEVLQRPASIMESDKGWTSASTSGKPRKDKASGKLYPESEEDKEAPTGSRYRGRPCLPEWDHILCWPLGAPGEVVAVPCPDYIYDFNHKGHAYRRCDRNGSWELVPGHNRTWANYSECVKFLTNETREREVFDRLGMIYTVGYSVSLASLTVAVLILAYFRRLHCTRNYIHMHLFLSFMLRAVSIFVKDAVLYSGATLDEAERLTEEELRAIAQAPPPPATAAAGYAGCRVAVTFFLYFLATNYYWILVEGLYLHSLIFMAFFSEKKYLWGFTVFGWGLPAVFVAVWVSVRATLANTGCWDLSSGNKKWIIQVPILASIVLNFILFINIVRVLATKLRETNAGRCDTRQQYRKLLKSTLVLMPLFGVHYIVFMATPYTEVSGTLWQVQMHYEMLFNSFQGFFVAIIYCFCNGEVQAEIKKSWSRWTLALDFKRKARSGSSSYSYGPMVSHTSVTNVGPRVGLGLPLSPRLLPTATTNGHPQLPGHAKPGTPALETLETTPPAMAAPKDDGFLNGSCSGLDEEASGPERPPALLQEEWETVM
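HEK-293-derived GP2 cells expressing PTHR1 and a GloSensor cAMP reporter, 3,000/well, plated overnight, given luciferin plus IBMX (each 0.5 mM as added) for 1 h at 37 °C, then compound for 1 h at 37 °C. Luminescence was read after 15 min at room temperature.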
DRD3 agonist – agonists of human D3 dopamine receptor; D3R DiscoveRx beta-arrestin cells, luminescence, 90 min; max activation, %; 0.58% of 410,000 active; in the data active means max activation above about 30%; further: 0% is about no effect; mostly tested at two doses, the higher about 12 µM
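Agonist mode: compounds and dopamine controls were applied to plated cells for 90 min at 37 degrees C after an overnight attachment at 1500 cells/well. Luminescent read-out followed 30 - 60 minutes at room temperature with DiscoveRx detection reagent.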
D3 antag – antagonists of human D3 dopamine receptor; P35462; D3R cells, DiscoveRx beta-arrestin luminescence, antagonist mode; active compounds read low; max response, negative = inhibition, %; 2.5% of 360,000 active; in the data active means max response below about -50%; inconclusive means no clear call, values can overlap the other calls; further: on the % scale 0 is the no-effect control and ±100 the full control effect; mostly tested at two doses, the higher about 12 µM
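Cells plated overnight at 1500 cells/well, then exposed to library compounds with dopamine controls for 90 minutes at 37 degrees C. DiscoveRx reagent added for 30–60 minutes at room temperature; luminescence read, quantitative HTS format.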
GLP-1R agonist – agonists of human GLP-1 receptor. P43220. HEK293 GLP-1R CRE-luciferase, luminescence, 4-6 h; cells express a hypersensitive GLP-1R form. Potency, µM (doses to about 45.6 µM), for inactives: top-dose activation, hits mostly activators. 0.007% of 380,000 active; further: potency means the concentration at half of the fitted maximal effect; % of control where 0% means no effect
KB-V1 cytotox – KB-V1 MDR subline cytotoxicity. Potency, µM (top dose mostly 46.1 µM), inactives show at the top dose activity change, negative = cytotoxicity, actives largely listed as cytotoxic. 3.4% of 400,000 active. AID 1347076. KB-V1 MDR cells viability, CellTiter-Glo, 72 h; further: potency means the concentration at half of the fitted maximal effect; on the % scale 0 is the no-effect control and ±100 the full control effect; nearly all actives have a fitted effect of over 60% in size
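Drug-selected KB-V1 cells, grown in DMEM lacking phenol red with 10% FBS, receive compound titrations; after three days at 37 degrees C, surviving cell ATP is quantified by CellTiter-Glo luminescence and responses normalized and curve-fitted.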
TDP-43 yeast inh – inhibitors of TDP-43 toxicity in yeast; TDP-43 expressing yeast growth rescue, BacTiter-Glo, 24 h; Potency, µM (series often up to 46.1 µM), for the others: top-dose growth rescue (activation), most hits filed as activators; 1.8% of 410,000 active; AID 652104; further: potency means the concentration at half of the fitted maximal effect; % of control where 0% means no effect; nearly all actives have a fitted effect of over 50% in size
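Luminescence from BacTiter-Glo reports growth of TDP-43-expressing yeast after 24 hr at 30 deg C with compound. Cells were raffinose-pregrown to mid-log, then seeded in galactose medium at OD600=0.02.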
HEK293 tox – cytotoxicity in counter-screen for GLP-1R inverse agonists. HEK293 cAMP-luciferase reporter cells, luminescence, 24 h. Potency, µM (top dose mostly 38.3 µM), without a hit: at the highest dose activity change, negative = inhibition, hits mostly inhibitors. 0.13% of 410,000 active;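 further: loss of luciferase light is scored as toxicity; potency means the concentration at half of the fitted maximal effect; on the % scale 0 is the no-effect control and ±100 the full control effect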
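Seeding density was 200 cells/uL; after overnight-length (12 h) culture, 23 nL compounds went on for 24 h at 37 °C. Readout used a luciferase detection reagent, luminescence taken after 12 min at room temperature.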
The depositor's hits bear a star; i = inactive; u = inconclusive; x = not tested or not shown; & = joins results of further samples; [ ] = remark or other dose. Unless noted, the call rests on the fitted dose curve; in most records, active means well fitted curve in the direction sought with a large enough effect; inconclusive means small, poorly fitted or top-dose-only effect, or another doubt; inactive means no such curve, though single readings can be large; an effect the other way counts as inactive or inconclusive.

SMILES	GLP-1R inv ag	aSyn yeast inh	PTHR1 ag	DRD3 agonist	D3 antag	GLP-1R agonist	KB-V1 cytotox	TDP-43 yeast inh	HEK293 tox
O=C(c1ccc(Cl)c(S(=O)(=O)N2CCOCC2)c1)N1CCCC1	6.9%	-1.0%	i	-2.0	3.3	8.1%	9.7%	-0.5%	4.5%
O=C(CSc1ccc(Br)cc1)NCC(c1ccco1)N1CCCCC1 (stereo unspecified)	u	-5.6%	-20.5%	-26.7	-13.4	8.4%	u	3.6%	-3.4%
CCOc1ccc(CC(=O)Nc2nccs2)cc1	-26.1%	6.1%	-39.5%	7.4	9.7	6.7%	-15.8%	u	-3.3%
Cc1ccc(CNC(=O)C2CCN(S(=O)(=O)c3cccnc3)CC2)cc1	7.2%	0.8%	-10.0%	1.3	6.0	3.4%	4.0%	3.6%	30.5%[activator]
NC1=NC2(CCN(Cc3ccccc3)CC2)n2c(nc3ccccc32)N1	-13.0%	-11.9%	i	-8.8	-74.5*	-6.2%	0.5%	19.6%	-16.4%
CC(C)(C)SCCNC(=O)/C=C/c1ccc(F)cc1	-24.0%	3.6%	i	0.9	8.2	14.2%	4.4%	22.2%	-0.9%
O=C(Cn1cc(SCc2ccccc2F)c2ccccc21)N1CCCCC1	4.7%	x	i	3.7	x	x	x	26.9%	5.7%
COC(=O)c1sccc1-n1cccc1C(=O)C(=O)N1CCCCC1	0.9%	-5.1%	-20.9%	-8.5	-22.1	-8.2%	-20.5%	-18.5%	-5.7%
CCc1ccc(C(C(=O)NCc2ccc(OC)cc2)N(CCOC)C(=O)Cc2cccs2)cc1 (stereo unspecified)	10µM*	6.6%	-20.5%[57.5 µM]	3.2	-3.2	1.1%	u	1.5%	u
O=C(Cn1c(=O)[nH]n(-c2ccccc2)c1=O)N1CCCc2ccccc21	1.8%	-1.1%	i	-1.5	-3.9	-2.1%	1.1%	-0.3%	-2.3%
COc1ccccc1NS(=O)(=O)c1ccc(/C=C/C(=O)O)cc1	9.6%	10.6%	-8.8%	2.4	-0.9	5.5%	0.7%	-10.8%	-20.1%
CN(C1=NS(=O)(=O)c2ccccc21)c1ccc(OC(=O)c2ccccc2F)cc1	-8.0%	-2.2%	-5.2%	-0.3	-2.0	9.3%	5.0%	9.4%	3.2%
CC1CN(C(=O)c2cccc(COc3ccc(Br)cc3)c2)CC(C)O1 (stereo unspecified)	u	15.2%	-0.7%	1.4	18.2	10.7%	-27.6%	16.2%	-20.0%
Cc1cn([C@H]2C[C@H](O)[C@@H](/C=C/C(=O)NCCN3CCOCC3)O2)c(=O)[nH]c1=O	30.5%[activator]	-3.2%	-13.5%	-1.2	3.7	15.7%	9.4%	22.6%	1.3%
Cc1ccc(NC(=O)c2nc[nH]c2C(=O)N[C@H](C)c2ccccc2)cc1	u	u	i	7.2	10.7	2.6%	u	-7.7%	2.7%
COc1ccc(CCn2c(O)cc3nn(-c4nc5ccccc5s4)c(=O)c-3c2C)cc1	10.8%	0.5%	-14.6%	-3.1	-3.1	0.0%	u	-17.7%	-5.8%
COC(=O)C1=C(C)N(Cc2ccc3c(c2)OCO3)C(=O)C1	4.2%	2.1%	u	-6.5	-7.9	2.0%	-17.4%	-13.9%	-6.6%
O=C(NCC1CCCO1)c1cc2ccccc2cc1O (stereo unspecified)	1.5%	-3.0%	-56.2%[inhibitor]	0.1	32.3	3.1%	-12.0%	1.3%	217.8%[activator]
CN(CC1CCCO1)S(=O)(=O)c1ccc(C(=O)Nc2nc(-c3ccccn3)cs2)cc1 (stereo unspecified)	u	u	-58.6%[inhibitor]	5.9	64.5	-5.0%	-2.2%	-4.7%	u
CC(O)c1cc2c(cc1NC(=O)c1cnn3c1NC(c1ccco1)CC3C(F)(F)F)OCO2 (stereo unspecified)	-25.8%	-0.8%	i	-2.4	0.0	-3.4%	10.8%	13.4%	-9.4%

Only aSyn yeast inh and D3 antag (two entries from above):
SMILES,aSyn yeast inh,D3 antag
Cc1ccc(CNC(=O)C2CCN(S(=O)(=O)c3cccnc3)CC2)cc1,0.8%,6.0
O=C(c1ccc(Cl)c(S(=O)(=O)N2CCOCC2)c1)N1CCCC1,-1.0%,3.3

Going on with the list:
SMILES	GLP-1R inv ag	aSyn yeast inh	PTHR1 ag	DRD3 agonist	D3 antag	GLP-1R agonist	KB-V1 cytotox	TDP-43 yeast inh	HEK293 tox
CO/N=C/C(c1ncc(C(F)(F)F)cc1Cl)S(=O)(=O)c1ccccc1 (stereo unspecified)	-22.4%	11.9%	-11.1%	-0.4	2.9	4.2%	-1.6%	-12.2%	1.1%
COc1cc(/C=C2\SC(=Nc3ccc(O)cc3)NC2=O)cc(OC)c1O	58.8%[activator]	-5.0%	i	1.0	-22.7	u	3.5%	-11.4%	u
C=CCNC(=O)CN1CCC(c2nc3cc(C)c(C)cc3[nH]2)CC1	11.8%	-0.2%	i	4.8	9.4	13.1%	0.0%	-10.6%	-1.9%
CNC(=O)C(C)Sc1ccc(S(=O)(=O)N2CCOCC2)cn1 (stereo unspecified)	25.2%	-1.3%	-4.4%	-8.2	-22.6	11.7%	-12.8%	14.3%	0.0%
CC1=NN(C(=O)c2ccc(Cn3nc(C)c(Br)c3C)cc2)C(O)(C(F)(F)F)C1 (stereo unspecified)	u	14.2%	i	4.9	15.6	1.7%	-13.8%	29.2%	-0.4%
Cc1ccc(C(=O)Nc2cccc(OCc3cc(=O)n4c5c(sc4n3)CCCC5)c2)cc1	6.3%	x	-6.9%	2.2	x	-1.3%	21.7%	-5.9%	1.2%
Cc1ccc(NC(=O)C2CCN(S(=O)(=O)c3ccc4[nH]c(=O)ccc4c3)CC2)c(C)c1	-2.3%	-13.9%	i	4.0	-11.4	-3.9%	11.7%	6.7%	-0.6%
Cc1ccc(-n2ncc3c(NCCCn4ccnc4)ncnc32)cc1C	u	x	i	4.3	x	x	-3.2%	5.8%	24.7%
COc1ccc(-c2ccc(C(c3c(C)[nH][nH]c3=O)c3c(C)[nH][nH]c3=O)o2)c([N+](=O)[O-])c1	-17.3%	4.9%	-21.8%	-0.1	-10.7	2.1%	u	-16.5%	-21.5%
O=C(O)[C@@H](O)c1ccccc1	4.3%	-0.3%	-17.9%	14.1	3.2	-5.9%	7.0%	0.0%	-2.9%
COc1cc(/C=N/NC(=S)NCCc2ccccc2)cc(OC)c1OC	u	-0.5%	-1.1%	-0.3	58.4	17.3%	-27.3%	8.7%	u
Cc1cc(C)cc(NC(=O)c2c(C)oc3nc(C)nc(N4CCCC4)c23)c1	-7.2%	x	-23.1%	9.9	x	x	x	8.4%	-0.3%
Cc1cc(O)cc(=O)n1Cc1ccccc1	-1.0%	-4.3%	i	-11.2	-5.5	5.0%	7.5%	0.7%	0.6%
O=C(CNC(=O)c1cccc([N+](=O)[O-])c1)OCCCC(=O)c1ccc(F)cc1	-7.6%	-0.9%[1.84 µM]	-27.7%	0.5	-7.7	4.9%	u	u	2.4%
COc1cccc(C(=O)NCCS(=O)(=O)N2CCCCC2)c1	1.1%	-5.5%	-22.3%	-2.2	4.6	-6.3%	-1.3%	14.8%	2.2%
COCCNC(=O)/C=C/c1c(Cl)cccc1Cl	35.3%[activator]	-1.8%	i	1.5	0.0	1.4%	-16.6%	14.8%	26.8%
O=C(CCCn1cc([N+](=O)[O-])cn1)Nc1ccc2c(c1)OCO2	-2.0%	-0.3%	-11.6%	-10.0	-18.4	4.2%	4.9%	-15.3%	0.9%
CC(C)(C)c1ccc(C(=O)NCCC(=O)NNC(=O)COc2ccccc2F)cc1	-22.4%	8.1%	i	0.1	-5.4	-7.1%	22.0%	8.1%	-2.1%
COc1ccc(CCCc2nnc(SCC(=O)Nc3ccc(OC)cc3)o2)cc1	1.5%&-3.5%	13.0%	-13.8%&-83.8%	0.0&2.7	-14.0	13.7%	-2.4%	6.6%&25.8%	-9.8%&0.8%
CCCn1c(SCC(=O)Nc2sc(C)c(C)c2C(=O)OCC)nc2c1c(=O)n(C)c(=O)n2C	2.4%	2.0%	i	3.7	22.4	-9.2%	-0.1%	21.9%	11.2%
Cc1cccc(C(=O)OCC(=O)Nc2c(C)n(C)n(-c3ccccc3)c2=O)c1O	-8.2%	-8.0%	-10.0%	4.2	-16.6	-0.2%	0.0%	4.8%	0.3%
Cc1ccc(NC(=O)c2nc(S(C)(=O)=O)ncc2N(Cc2ccc(C(C)(C)C)cc2)Cc2ccco2)cc1C	4.0%	x	-20.3%	0.7	x	x	-0.6%	12.0%	4.9%

Gathered by group: those above with an NH in an aromatic ring.
SMILES	GLP-1R inv ag	aSyn yeast inh	PTHR1 ag	DRD3 agonist	D3 antag	GLP-1R agonist	KB-V1 cytotox	TDP-43 yeast inh	HEK293 tox
O=C(Cn1c(=O)[nH]n(-c2ccccc2)c1=O)N1CCCc2ccccc21	1.8%	-1.1%	i	-1.5	-3.9	-2.1%	1.1%	-0.3%	-2.3%
Cc1cn([C@H]2C[C@H](O)[C@@H](/C=C/C(=O)NCCN3CCOCC3)O2)c(=O)[nH]c1=O	30.5%[activator]	-3.2%	-13.5%	-1.2	3.7	15.7%	9.4%	22.6%	1.3%
Cc1ccc(NC(=O)c2nc[nH]c2C(=O)N[C@H](C)c2ccccc2)cc1	u	u	i	7.2	10.7	2.6%	u	-7.7%	2.7%
C=CCNC(=O)CN1CCC(c2nc3cc(C)c(C)cc3[nH]2)CC1	11.8%	-0.2%	i	4.8	9.4	13.1%	0.0%	-10.6%	-1.9%
Cc1ccc(NC(=O)C2CCN(S(=O)(=O)c3ccc4[nH]c(=O)ccc4c3)CC2)c(C)c1	-2.3%	-13.9%	i	4.0	-11.4	-3.9%	11.7%	6.7%	-0.6%
COc1ccc(-c2ccc(C(c3c(C)[nH][nH]c3=O)c3c(C)[nH][nH]c3=O)o2)c([N+](=O)[O-])c1	-17.3%	4.9%	-21.8%	-0.1	-10.7	2.1%	u	-16.5%	-21.5%

The list is partial (hit frequency here may not be typical).
